sEH activator: soluble epoxide hydrolase activators, primary screen, biochemical, human sEH; Bifunctional epoxide hydrolase 2 (Homo sapiens), P34913; purified human sEH enzymatic activity, activator screen; activation, % at 2 µM; 0.04% of 91,000 active; AID 717, 2007; in the data active = activation above about 37%; note: values of inactives mirror those of a sister screen read the other way
Target sequence (P34913 whole entry, looked up): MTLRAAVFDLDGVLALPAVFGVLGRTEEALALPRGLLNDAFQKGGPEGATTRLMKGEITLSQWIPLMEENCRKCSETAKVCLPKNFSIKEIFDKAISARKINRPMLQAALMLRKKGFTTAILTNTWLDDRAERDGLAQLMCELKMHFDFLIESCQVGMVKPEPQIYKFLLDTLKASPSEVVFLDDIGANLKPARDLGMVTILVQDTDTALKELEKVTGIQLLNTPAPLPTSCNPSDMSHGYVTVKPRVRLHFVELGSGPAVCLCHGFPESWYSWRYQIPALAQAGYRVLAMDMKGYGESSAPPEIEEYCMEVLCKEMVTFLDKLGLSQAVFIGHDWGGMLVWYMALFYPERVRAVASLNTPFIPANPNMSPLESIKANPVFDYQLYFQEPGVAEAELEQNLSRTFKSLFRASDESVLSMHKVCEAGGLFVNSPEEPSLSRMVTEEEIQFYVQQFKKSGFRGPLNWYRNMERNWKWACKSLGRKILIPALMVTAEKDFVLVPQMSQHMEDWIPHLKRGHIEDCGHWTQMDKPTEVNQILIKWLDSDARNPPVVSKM
H69AR inhibit: proliferation blockers of H69AR lung cancer cells, primary screen, cell-based, human, 86K library; H69AR lung tumor viability, ATP luminescence, 72 h; stronger effect = lower value; viability, % at 10 µM; 6% of 85,000 active; AID 598, 2007;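 active = viability at or below 40%; inactive = viability above 40%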;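 note: multidrug resistant small cell line overexpressing MRP-1 efflux transporter; 100% = mean luminescence of untreated control wells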
HUVEC prolif 384: inhibitors of HUVEC proliferation, primary screen, cell-based, 384-well; CellTiter-Glo luminescence, 72 h; stronger effect = lower value; viability, % at 10 µM (by protocol); 1.1% of 86,000 active;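 active = viability at or below 30%; inactive = viability above 30%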;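 note: 100% = median luminescence of DMSO-only cell control wells on each plate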
sEH inh: soluble epoxide hydrolase inhibitors, primary screen, biochemical, human sEH; inhibition, % at 2 µM; 0.34% of 91,000 active; recombinant human sEH enzymatic activity assay; Bifunctional epoxide hydrolase 2 (Homo sapiens), P34913; in the data active = inhibition above about 80%; note: values of inactives mirror those of a sister screen read the other way; many of its hits are not listed in these tables
Fibroblast inh: antiproliferative effect on LL 47 fibroblasts – human, LL 47 cells, CellTiter-Glo luminescence, primary screen. LL 47 human lung fibroblast viability, ATP luminescence; stronger effect = lower value. viability, % at 10 µM. 1.1% of 85,000 active;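 active = viability at or below 50% in the single dose screen; inactive = viability above 50%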;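 note: compound exposure lasted 72 h before the ATP readout; 100% = median luminescence of untreated cell-only wells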
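Test system: LL 47 human lung fibroblasts; Quantity: 1,150 cells/well; Buffer or medium: IMEM plus 15% FBS; Dosing: tenfold compound dosing solution, DMSO at 0.1%; Timing: overnight cell rest, 72 h compound treatment at 37 °C; Detection: ATP-based CellTiter-Glo luminescent readout; Read-out basis: viability percentage against median untreated-cell control; Controls: cell-only wells, no compound.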
S1P2 blocker: human S1P2 receptor antagonists, primary screen, cell-based. 0.21% of 97,000 active. Sphingosine 1-phosphate receptor 2 (Homo sapiens), O95136. cell-based S1P2 antagonist assay, inhibition at 5 uM. AID 736, 2007. inhibition, % at 5 µM; in the data active = inhibition above about 45%;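 note: CRE beta-lactamase reporter cells expressing human S1P2 stimulated with S1P; 0% = agonist at EC80 alone and 100% = agonist plus reference antagonist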
Target sequence (O95136 whole entry, looked up): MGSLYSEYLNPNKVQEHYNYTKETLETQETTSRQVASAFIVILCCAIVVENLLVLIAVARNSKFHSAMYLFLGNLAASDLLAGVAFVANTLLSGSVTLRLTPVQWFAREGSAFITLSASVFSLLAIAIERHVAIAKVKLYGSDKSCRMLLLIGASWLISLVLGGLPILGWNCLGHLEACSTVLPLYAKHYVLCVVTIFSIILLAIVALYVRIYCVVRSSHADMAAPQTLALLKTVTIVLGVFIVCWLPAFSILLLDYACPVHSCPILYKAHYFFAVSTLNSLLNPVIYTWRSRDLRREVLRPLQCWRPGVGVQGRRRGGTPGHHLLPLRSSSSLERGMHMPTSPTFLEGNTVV
PostGolgi ctrl: growth inhibition of yeast control strain, primary screen, counter-screen for post-Golgi transport modulator project; efflux-deficient yeast background strain, growth absorbance A615, 16 h; inhibition, % at 10 µM; 5% of 98,000 active; AID 738, 2007; in the data active = inhibition above about 30%
PTPN22 act: LYP phosphatase activators, primary screen, biochemical, DiFMUP fluorescence, 2 µM. Tyrosine-protein phosphatase non-receptor type 22 (Homo sapiens), Q9Y2R2. recombinant LYP; 0 = plate median, 100 = signal doubled. activation, % at 2 µM. 0.11% of 96,000 active. AID 697, 2007;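 active = activation at 2 µM above a set limit, the mean plus 5 SD, cut at about 37% in these data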
S1P2 agonist: S1P2 receptor agonists, primary screen, cell-based | AID 729, 2007 | 0.46% of 97,000 active | activation, % at 4.5 µM | Sphingosine 1-phosphate receptor 2 (Homo sapiens), O95136 | S1P2-expressing cell line, agonist reporter read-out; in the data active = activation above about 16%;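 note: 0% = vehicle low control and 100% = maximal reference agonist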
An asterisk follows results filed as active; x = no result given. An excerpt; the hit share may differ from the screen's.

SMILES	sEH activator	H69AR inhibit	HUVEC prolif 384	sEH inh	Fibroblast inh	S1P2 blocker	PostGolgi ctrl	PTPN22 act	S1P2 agonist
CCN(CC)CCNCc1ccc(-c2ccc(Cl)cc2)o1	x	70.5	92.0	x	90.4	x	10.9	x	x
Cc1cccc(S(=O)(=O)Nc2nc3ccccc3nc2NCc2ccco2)c1	9.5	90.4	108.2	-10.7	106.7	-12.2	14.3	6.1	-8.8
CCOC(=O)CON1C(=O)c2ccccc2C1=O	-11.7	98.9	99.2	9.9	102.7	-5.7	2.3	-8.1	-9.6
Cn1c(=O)oc2cc(S(=O)(=O)Nc3cccc4c3CCCC4)ccc21	x	100.1	93.1	x	91.9	x	11.7	x	x
O=C(O)c1ccc(N2CCCC2=O)cc1	-7.0	110.2	95.2	7.5	99.8	-11.1	-3.8	-0.5	4.0
COc1cccc(C(=O)NNC2=CC(=O)CC(C)(C)C2)c1	0.5	x	x	0.4	x	2.3	-7.2	7.5	-3.0
Cc1oncc1C(=O)NC(C)C	5.2	109.4	105.1	-5.0	102.4	14.3	-1.5	-0.2	-5.6
CC(OC(=O)CCc1nc2ccccc2c(=O)[nH]1)C(=O)NCc1ccc2c(c1)OCO2 (configuration not stated)	-0.2	108.3	92.2	1.3	102.3	13.3	-4.3	3.0	-3.1
Cc1nc2ccccc2c(=O)n1NC(=O)c1c(O)c2c(n(CC(C)C)c1=O)CCCC2	0.6	73.2	109.1	1.4	101.0	-13.3	27.3	-12.4	-7.6
CCOC(=O)Cc1cc(=O)n2[nH]c(-c3ccc(C)cc3)cc2n1	-0.9	107.9	87.2	-0.8	94.8	7.2	1.6	13.9	-1.0
CCNC(=S)NNC(=O)c1cccs1	3.0	x	x	-4.2	x	8.3	2.0	-11.9	-3.9
CCOC(=O)Cc1csc(NC(=O)CSc2nnc(-c3ccc(C)cc3)o2)n1	2.6	106.4	87.7	-4.6	95.9	-0.6	3.2	2.6	-4.5

Among those listed so far, three have four or more nitrogen atoms.
SMILES	sEH activator	H69AR inhibit	HUVEC prolif 384	sEH inh	Fibroblast inh	S1P2 blocker	PostGolgi ctrl	PTPN22 act	S1P2 agonist
Cc1cccc(S(=O)(=O)Nc2nc3ccccc3nc2NCc2ccco2)c1	9.5	90.4	108.2	-10.7	106.7	-12.2	14.3	6.1	-8.8
Cc1nc2ccccc2c(=O)n1NC(=O)c1c(O)c2c(n(CC(C)C)c1=O)CCCC2	0.6	73.2	109.1	1.4	101.0	-13.3	27.3	-12.4	-7.6
CCOC(=O)Cc1csc(NC(=O)CSc2nnc(-c3ccc(C)cc3)o2)n1	2.6	106.4	87.7	-4.6	95.9	-0.6	3.2	2.6	-4.5

The listing continues:
SMILES	sEH activator	H69AR inhibit	HUVEC prolif 384	sEH inh	Fibroblast inh	S1P2 blocker	PostGolgi ctrl	PTPN22 act	S1P2 agonist
COC(=O)C1=CN(C2CC2)C=C(C(=O)OC)C1c1ccccc1OC	x	72.1	99.5	x	91.3	-28.1	10.5	0.8	12.9
COC(=O)c1c(NC(=O)c2ccnn2C)sc(C)c1C	17.4	86.9	92.1	-19.6	100.6	-25.5	x	0.7	-3.0
O=C(NC1CCCC1)C(Cc1ccccc1)n1cccc1 (configuration not stated)	-13.5	100.4	105.0	14.9	98.8	11.6	11.8	3.8	-4.4
Cc1ccc(CSCC(=O)N2CCN(c3ccc(F)cc3)CC2)cc1	-7.0	92.3	97.0	5.6	96.1	-1.4	22.0	2.8	-8.1
COC(=O)c1ccc2c(=O)n(Cc3ccco3)c(SCC(=O)Nc3ccc(C)c(Cl)c3)nc2c1	-7.0	8.1*	50.2	11.7	11.8*	0.8	12.6	2.1	-6.0
CCC(NC(=O)c1ccccc1NC(=O)c1ccco1)C(=O)O (configuration not stated)	4.1	115.4	92.7	-2.9	95.0	16.7	12.7	-0.3	-2.6
CC1CCc2nn(CC(=O)N3CCN(C(=O)c4ccco4)CC3)cc2C1 (configuration not stated)	-14.7	108.2	96.3	13.9	100.0	7.1	8.1	-2.2	-2.6
O=C(c1c(O)c2ccccc2oc1=O)C1CCC1	x	85.2	95.5	x	111.6	-5.2	14.1	-2.8	-1.7
O=C(CSc1nnnn1-c1ccccc1)CC(=O)Nc1ccc(Cl)cc1	-8.3	17.3*	63.7	7.2	83.3	10.8	5.8	-4.7	-0.6
Cn1c(=O)c2c(nc(-n3ccnc3)n2Cc2ccccc2)n(C)c1=O	2.5	101.5	99.7	-4.8	107.1	-16.8	0.3	-22.1	-5.0
FC(F)(F)c1cc(-c2cccs2)n[nH]1	3.8	101.6	85.4	-3.9	105.6	-12.8	5.9	-14.6	-0.6
COc1ccccc1OCCCn1cc(C#N)c2ccccc21	13.1	80.7	32.5	-9.9	86.3	-5.0	23.9	0.3	-0.9
CC(Sc1ccc(Cl)cc1)C(=O)NCc1cccnc1 (configuration not stated)	1.1	102.2	108.5	-3.5	102.4	-28.1	12.6	37.2*	-4.8
COC(=O)C1CSC(C(=O)OC)N1C(=O)Nc1ccccc1 (configuration not stated)	0.4	x	x	-0.8	x	-3.0	6.8	-6.9	-3.2
O=C(CC12CC3CC(CC(C3)C1)C2)NCc1ccncc1	-20.5	98.2	103.1	21.3	95.4	-3.3	13.3	0.8	-2.6
Cc1cccc2sc(NC(=O)CCNS(=O)(=O)c3cccs3)nc12	0.4	x	x	-0.8	x	13.1	8.8	-0.6	-4.4
CCOc1cc(/C=N\NC(=O)c2ccc(C)nc2)cc([N+](=O)[O-])c1O	1.5	x	x	-1.4	x	8.4	-4.4	-3.0	-4.5
C=CCSc1nc(-c2ccc3c(c2)OCO3)cc(C(F)(F)F)c1C#N	9.5	x	x	-7.3	x	-15.9	3.0	-8.8	-0.9
COc1cc(C(=O)NC2CC3CCCC(C2)N3C2CC2)cc(OC)c1OC (configuration not stated)	x	100.5	81.2	x	87.9	x	-2.7	x	x
COc1ccc(Cn2ccnc2)cc1Br	-4.5	94.5	98.3	6.3	108.0	-12.4	8.3	14.6	-2.3
COc1ccc(CNc2ncnc3cc(OC)c(OC)cc23)cc1	0.6	x	x	1.4	x	5.6	8.5	-12.4	2.2
O=C1CC(=O)N(Cc2cccs2)C(=O)N1	-3.7	93.0	91.9	4.4	101.0	3.4	5.9	-6.3	-0.3
CN(C)S(=O)(=O)Nc1ccc2c(c1)OCO2	x	107.4	93.0	x	104.5	x	3.6	x	x
O=C1Nc2ccc(Br)cc2/C1=N/N=C/C1=C(N2CCOCC2)C(=C\c2ccccc2)/CC1	5.9	x	x	-3.1	x	-0.3	0.0	-15.6	-5.7
CCOC(=O)c1cnc2ccc(Cl)cc2c1N1CCN(C)CC1	5.3	85.2	86.7	-7.2	86.9	-6.4	-0.3	-6.8	-2.9
N#CC1=C(N)OC2=C(CN(Cc3ccccc3)C/C2=C\c2cccnc2)C1c1cccnc1 (configuration not stated)	7.9	x	x	-5.0	x	5.5	4.6	-0.5	-1.8
Cc1ccc(-n2nnnc2SCC(=O)N2CC(=O)Nc3ccccc32)cc1	17.0	x	x	-19.4	x	7.3	10.5	5.4	-5.2
CCCCOc1ccc(C(C)(O)CCN2CCOCC2)cc1 (configuration not stated)	x	92.2	104.7	x	103.8	x	12.6	x	x
Cn1c(COc2ccc(Cl)cc2)nnc1SCc1ncc(-c2ccccc2)o1	4.6	77.5	80.6	-4.0	88.4	1.4	46.7*	8.0	-4.2
CCCCCCNS(=O)(=O)c1nc2nc(C)cc(C)n2n1	x	89.6	105.0	x	95.8	x	2.7	x	x
CCn1nnnc1SCC(=O)c1ccc(C)cc1	-2.5	112.0	100.8	7.3	100.5	-15.9	x	5.1	0.6
CCn1c(SCC(=O)Nc2ccc(OC)cc2)nnc1-c1ccco1	-1.4	90.5	100.5	1.9	107.0	-20.3	x	10.5	-2.7
COc1ccc(Br)cc1C(=O)Nc1ccc(N2CCN(S(C)(=O)=O)CC2)cc1	-0.3	67.6	81.3	1.7	100.9	-29.1	5.6	-13.0	-2.0
C/C(NC(=O)c1cccs1)=C1\C(=O)C[C@@H]2[C@H]1C2(C)C	x	84.1	96.2	x	96.5	-14.1	17.0	-12.3	-5.1
CCc1ccc(N(C(=O)C(F)(F)F)C(C(=O)NC2CCCCC2)c2ccncc2)cc1 (configuration not stated)	1.0	x	x	0.8	x	8.5	15.6	8.2	-9.5
Cc1nc2c3ccccc3n(CC#N)c(=O)n2n1	x	96.5	91.8	x	87.8	-12.9	3.2	-7.7	-2.6
CN1CCN(C(=O)CCNC(=O)Cn2ccc3ccccc3c2=O)CC1	-2.1	x	x	-0.3	x	-18.1	8.3	1.7	-5.8
CCOC(=O)C1CSC(CC(=O)Nc2ccc(OCC)cc2)C(=O)N1 (configuration not stated)	-4.3	86.6	88.2	6.7	97.5	-6.0	x	4.7	5.2
O=C(NC(=S)Nc1cc([N+](=O)[O-])ccc1Cl)c1ccccc1	-2.8	64.5	77.1	2.9	97.0	15.5	7.3	-6.6	-1.7
Cc1oc(C(C)(C)C)c(CN2CCCC2)c1C(=O)O	0.4	96.8	98.3	-0.7	100.8	-0.5	10.8	10.1	-1.6
O=C(c1cc(-c2ccco2)on1)N1CCN(c2ccccc2)CC1	x	89.6	65.2	x	102.9	x	2.5	x	x
O=C1CCCCCN1Cc1ccccc1	5.6	90.1	103.2	-8.6	104.3	6.2	11.2	-2.9	-3.6
Cc1sc(NC(=O)c2cccs2)c(C(N)=O)c1C	5.0	47.2	72.0	-7.6	97.1	-4.4	37.0*	11.3	-10.3
CCOc1ccccc1NC(=O)CSc1nnnn1-c1ccc(C(=O)OC)cc1	6.3	62.8	88.5	-6.2	102.9	-2.5	11.3	4.9	-2.6
O=C(Nc1ccc(N2CCOCC2)c(Cl)c1)c1ncn[nH]1	-13.3	96.2	92.6	12.8	101.1	-1.0	22.5	-17.0	-3.8
O=C(Nc1cccc2ccccc12)c1ccc(OC(=S)N2CCOCC2)cc1	-87.7	x	x	87.7*	x	13.9	18.8	-1.5	-7.6
C=CCOC(=O)C(C#N)c1nc2ccccc2nc1N1CCN(c2ccccc2OC)CC1 (configuration not stated)	x	88.5	81.3	x	94.7	x	12.1	x	x
Cc1nc(CCNC(=O)c2cccs2)cs1	-0.9	89.9	93.5	4.1	98.2	-10.5	x	-13.8	-3.3
CC(C)CCNC(=O)C(C)N(C(=O)Cn1nnc(-c2ccc(F)cc2)n1)C1CCCC1 (configuration not stated)	11.3	82.2	99.7	-12.7	93.9	2.8	5.0	4.5	-5.3
Cc1nn(-c2ccccc2)c(C)c1C(=O)OCC(=O)NC12CC3CC(CC(C3)C1)C2	x	28.7*	91.1	x	98.6	6.9	18.3	8.0	-7.3
COC(=O)CN1C(=O)N(c2ccccc2)C(N(O)C(=O)Nc2ccccc2)C1(C)C (configuration not stated)	11.4	98.0	101.9	-13.2	104.7	-2.9	5.0	2.5	-6.0
O=C(NC1CC1)c1nc2c(nnn2Cc2ccccc2Cl)c(=O)[nH]1	-10.4	101.2	93.8	13.5	99.4	3.8	x	3.1	-1.6
Cc1ccc(C(=O)NCC(=O)O)cc1S(=O)(=O)N1CCCCC1	x	99.2	102.8	x	102.2	x	-8.3	x	x
CCc1nnc(NC(=O)CSc2nc3c(c(=O)n2-c2ccccc2OC)SCC3)s1	x	75.8	92.7	x	96.7	x	6.8	x	x
COc1ccc(CNC(=O)C2CCN(S(=O)(=O)c3cc(OC)ccc3OC)CC2)cc1	-66.5	87.0	94.6	66.5	102.5	-14.6	15.9	2.4	1.5

Bioassay records (PubChem BioAssay)
